# Screening results (PubChem)
# T cell HTS: T cell immune modulation candidate. 2C CD8+ T cell-vesicle binding, flow cytometry; stronger effect = lower value. calls only at 7 µM. 330,000 tested, 0.068% active;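 active = response, share of CD8 T cells binding vesicles, and their 90th percentile fluorescence all below set limits, cut at about 80% in these data, passing the limit was not always enough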
#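 material = purified 2C TCR transgenic mouse naive CD8+ T cells | controls = Unloaded micro-vesicles (low), QL9 vesicles with 0.7% DMSO (high) | detection = cytometric PE anti-B7-1 and Alexa647 anti-CD8 signals after 1% paraformaldehyde fixation | incubation = binding step 1.5 h, 37 °C, antibody labelling 20 min, ice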
# KOR beta-arrestin-1: KOR agonists, beta-arrestin recruitment, primary screen, cell-based, luminescence, uHTS (AID 1777). activation, % at 10 µM, or EC50 in µM where a hit was titrated. KOR beta-arrestin recruitment, luminescence; higher % means a stronger effect. 280,000 tested, 0.02% active; in the data active = activation above about 50%, passing the limit was not always enough; also: a part of the inactive calls stands beside numbers as strong as those of hits
# NOD1 NF-kB reporter: inhibition of NOD1-driven NF-kB reporter – cell-based, luminescence, uHTS, primary screen (AID 1578); NOD1-driven NF-kB luciferase reporter cells, luminescence; higher % means a stronger effect; 290,000 tested, 1% active; inhibition, % at 4 µM, or EC50 in µM where a hit was titrated; in the data active = inhibition mostly above about 36%, no sharp cut-off; inactive = mostly below about 34%;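 also: HEK-293T reporter cells stimulated with the NOD1 agonist gamma-tri-DAP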
# NTR1 ag: agonists of NTR1, primary screen, imaging, U2OS cells, beta-arrestin-GFP, high content (AID 493036); NTR1-U2OS beta-arrestin-GFP spot imaging, agonist mode; activation, % at 20 µM; 330,000 tested, 0.17% active;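 active = activation at or above 40% of the spot to cytoplasm intensity ratio, with at least 20 cells analyzed; inconclusive = wells under 20 cells, flagged as cytotoxic or low count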;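 also: 0% = DMSO without peptide and 100% = 100 nM NTR1 peptide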
# Target sequence (P30989 whole entry, looked up): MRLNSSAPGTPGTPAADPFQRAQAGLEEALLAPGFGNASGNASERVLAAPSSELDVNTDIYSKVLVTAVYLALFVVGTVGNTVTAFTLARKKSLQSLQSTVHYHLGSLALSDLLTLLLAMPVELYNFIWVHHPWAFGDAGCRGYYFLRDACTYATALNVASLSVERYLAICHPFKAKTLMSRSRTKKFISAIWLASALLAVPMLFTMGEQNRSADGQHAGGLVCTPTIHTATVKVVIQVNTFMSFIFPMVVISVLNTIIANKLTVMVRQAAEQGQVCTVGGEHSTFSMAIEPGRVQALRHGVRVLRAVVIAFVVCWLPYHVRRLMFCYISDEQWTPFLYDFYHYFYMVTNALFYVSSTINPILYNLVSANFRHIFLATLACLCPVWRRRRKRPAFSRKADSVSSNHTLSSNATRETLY
# HEK293 NOD2/NF-kB: inhibition of NOD2-driven NF-kB reporter – cell-based, luminescence, uHTS, HEK293 (AID 1566); HEK293 NOD2/NF-kB luciferase reporter, luminescence; higher % means a stronger effect; inhibition, % at 4 µM, or EC50 in µM where a hit was titrated; 290,000 tested, 0.63% active; also: many of its hits are not listed in these tables
# GPR55 activation: GPR55 agonists via beta-arrestin recruitment, primary screen, imaging, U2OS cells, beta-arrestin-GFP redistribution (AID 1961); 290,000 tested, 0.048% active; U2OS GPR55 beta-arrestin-GFP redistribution imaging; higher % means a stronger effect; activation, % at 10 µM, or EC50 in µM where a hit was titrated;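 active = activation above 40% with more than 50 cells counted in the well; inconclusive = wells holding fewer than 50 cells, flagged as toxic or sparse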;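 also: U2OS osteosarcoma cells stably expressing GPR55 and beta-arrestin-GFP; plate controls were DMSO negative control for no effect and LPI positive control for full effect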
# Myeloid diff MLP: promotes myeloid progenitor differentiation; ER-HoxA9 myeloid progenitors, lysozyme-GFP differentiation, flow cytometry; calls only at 10 µM; 360,000 tested, 1% active;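 active = normalized GFP-positive differentiation at or above the plate's own cutoff, the solvent-only control mean plus 3 SD; inconclusive = no clear call, values can overlap the other calls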;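 also: cells exposed to compound for four days before flow analysis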
# KOR beta-arrestin-2: KOR antagonists, beta-arrestin recruitment, cell-based, luminescence, uHTS (AID 1778); KOR beta-arrestin recruitment, luminescence, antagonist mode; higher % means a stronger effect; inhibition, % at 10 µM; hits with a dose series show IC50 in µM; 290,000 tested, 0.091% active; also: strong numbers were not always called active
# GPR55 LPI antagonism: inhibition of LPI-stimulated GPR55 beta-arrestin translocation – imaging, U2OS, beta-arrestin-GFP, LPI agonist, primary screen (AID 2013). U2OS GPR55 beta-arrestin-GFP translocation imaging, LPI antagonism; higher % means a stronger effect. inhibition, % at 10 µM; hits with a dose series show IC50 in µM. 290,000 tested, 0.13% active;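 active = spots per cell inhibited over 60%, with over 100 cells counted and total cytoplasm intensity under 500,000; inconclusive = wells with under 100 cells, flagged as likely toxic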;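 also: U2OS cells stably carrying GPR55 and arrestin-GFP stimulated by 5 µM LPI near EC80; imaged beta-arrestin-GFP aggregate spots per cell after agonist stimulation; plate controls were LPI-stimulated DMSO wells for no effect and DMSO wells without LPI for full effect; some results filed as inactive read as strong as hits; confirmed hits need IC50 under 10 µM and bright autofluorescent wells are also inconclusive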
# T cell HTS vesicle-bound %: second read-out of T cell HTS, no call of its own (marks repeat the call); double positive events, %; measured here: CD8+ vesicle-bound cell fraction;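 binding gate set so that unloaded-vesicle control wells show 10% double positive cells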
# NTR1 ag cell count 20 µM: recorded beside NTR1 ag, whose call it bears; cell count; measured here: cell count, cytotoxicity flag
# Myeloid diff MLP GFP+ MAC1+ %: second read-out of Myeloid diff MLP, no call of its own (marks repeat the call); GFP+ MAC1+ double positive, %; measured here: differentiation confirmed by MAC1 staining
# * = called active by the depositor; i = inactive; ? = inconclusive; nt = no result given; [ ] = remark or other dose. Rule as the data show it, unless noted: active = inhibition above about 50%; inactive = the rest. This is a subset, so the mix of outcomes need not match the whole.
SMILES,T cell HTS,T cell HTS vesicle-bound %,KOR beta-arrestin-1,NOD1 NF-kB reporter,NTR1 ag,NTR1 ag cell count 20 µM,HEK293 NOD2/NF-kB,GPR55 activation,Myeloid diff MLP,Myeloid diff MLP GFP+ MAC1+ %,KOR beta-arrestin-2,GPR55 LPI antagonism
CCCn1ncc(C(=O)NC2CCCN(Cc3ccc(Cl)cc3)C2)c1C (configuration not stated),i,15.0,-2.0%,-15.0%,-0.7,73,13.7%,0.7%,i,0.4,11.5%,9.4%
CC(C)c1ccc(NC(=S)NNc2ccc(Cl)c(C(=O)O)c2)cc1,i,19.8,1.5%,4.0%,3.2,46,5.2%,-0.1%,i,0.2,14.9%,10.4%
CCOc1ccc(C(=O)N2CCCN(C(=O)c3ccc(OCC)cc3)CC2)cc1,i,46.3,-0.9%,4.2%,-0.8,50,8.1%,0.0%,i,5.9,-1.8%,1.0%
COCCNC(=O)C(c1ccc(C)o1)N(C(=O)C(=O)NC1CCCCC1)c1ccc(F)cc1 (configuration not stated),i,10.1,nt,-37.3%,0.4,40,-2.8%,-0.1%,i,0.5,-42.2%[20 µM],-2.7%
CCOc1ccc(S(=O)(=O)Nc2ccccc2C(=O)N2CCOCC2)cc1,i,48.6,-4.8%,-13.5%,-2.3,44,10.0%,0.0%,i,1.2,19.0%,-9.8%
COc1ccc(C(=O)CCC(=O)NCc2cc(OC)cc(OC)c2)cc1,i,15.8,-8.1%,-24.4%,3.8,63,18.0%,-0.2%,i,1.4,-30.9%,1.8%
CSCCC(C(=O)NCc1cccs1)N1C(=O)c2ccccc2C1=O (configuration not stated),i,44.2,-0.5%,-9.7%,-0.2,75,-6.4%,-0.1%,i,0.3,-17.2%,-5.5%
COC(=O)c1ccc(C(=O)OC)c(NC(=S)N2CC(C)CC(C)C2)c1 (configuration not stated),i,17.1,1.2%,-43.6%,1.3,78,3.4%,-0.2%,i,0.4,-9.1%,-5.0%
COc1ccc2cc(-c3[nH]ncc3CN3CCCC3c3nonc3C)ccc2c1 (configuration not stated),i,54.5,nt,-23.8%,4.4,62,-31.3%,0.3%,i,0.7,-19.6%[20 µM],2.1%
CCN(CC)C(=O)CSc1nnc(-c2cnccn2)n1-c1ccc(C)cc1,i,32.8,7.6%,-0.2%,3.8,65,8.8%,0.3%,i,1.0,2.5%,-0.2%
Cc1cc(C)cc(N/C(N)=N/c2nc(C)cc(C)n2)c1,i,46.7,5.3%,-21.5%,0.5,53,-10.7%,-0.2%,i,1.8,-7.1%,-1.7%
Cc1cc(Cl)nc(NC(=O)Nc2cccc(Cl)c2)n1,i,53.0,3.4%,-17.6%,1.1,43,1.4%,0.3%,i,0.0,-64.9%,-5.6%
Cc1ccc(-n2cc(C(=O)c3ccc(N4CCN(C)CC4)cc3)nn2)cc1Cl,i,23.9,1.8%,-52.8%,1.5,23,-15.7%,-0.3%,i,0.5,2.4%,8.5%
CSc1nsc2nc(=O)c(/C=C3\C(C)=Nc4ccc(C)cc43)c(N)n12,i,18.8,-1.9%,19.6%,0.3,70,12.9%,-0.3%,i,1.4,13.8%,9.8%
COc1ccc(CNC(=O)Nc2cccc(Cl)c2)cc1,i,14.1,0.2%,-50.2%,0.3,40,-23.3%,-0.1%,i,1.6,3.0%,17.8%
CC(C)(C)NC(=O)CSc1nsc(SCC(=O)NC(C)(C)C)c1C#N,i,16.3,-3.7%,4.9%,1.0,79,16.1%,0.3%,i,1.1,-10.1%,-3.7%
CCOc1ccccc1NC(=O)c1ccc2c(c1)C(=O)N(CC(C)C)C2=O,i,54.3,-4.2%,-12.5%,3.0,56,9.2%,-0.3%,i,0.3,-17.1%[20 µM],10.7%
CN(C)S(=O)(=O)c1ccc(C(=O)Nc2nnc(SCc3ccccc3)s2)cc1,i,22.8,-4.3%,-12.1%,-0.4,79,-14.7%,0.2%,i,0.2,22.6%,8.4%
CCCOc1ccc(N2C(=O)CC(N3CCN(c4nc5ccccc5s4)CC3)C2=O)cc1 (configuration not stated),i,33.4,0.7%,-4.3%,1.9,78,17.5%,-0.2%,i,0.9,-14.4%,-6.9%
Cc1onc(-c2ccccc2Cl)c1C(=O)c1ccccc1,i,57.2,4.5%,-11.8%,4.9,48,7.5%,-0.2%,i,0.9,13.9%,13.2%
CCOC(=O)c1c(-c2ccccc2Cl)cn2ccccc12,i,14.5,8.2%,-19.1%,-2.4,74,5.3%,0.3%,i,1.0,-26.9%,7.0%
CCOC(=O)C(NC(C)=O)(Nc1ccc(S(=O)(=O)Nc2cc(C)on2)cc1)C(F)(F)F (configuration not stated),i,20.8,-2.8%,-15.4%,-0.2,37,-20.5%,-0.4%,i,0.9,2.6%,5.9%
COc1cc(CNc2ncn[nH]2)ccc1OCc1ccccc1C,i,49.3,nt,-28.7%,-1.8,50,-56.7%,-0.1%,i,0.4,-35.0%[20 µM],-1.5%
CCN1CCN(C(C(=O)NC2CCCC2)c2cc3c(cc2[N+](=O)[O-])OCO3)CC1 (configuration not stated),i,32.6,-2.7%,-21.9%,1.4,61,0.5%,0.3%,i,0.7,-18.5%,8.0%
CC(=O)N(C)C1(c2nnnn2CCOC(=O)Nc2cccc3ccccc23)CCCC1,i,49.5,-4.9%,-2.1%,0.6,46,4.6%,-0.1%,i,0.9,40.7%,-0.4%
Cc1cc(C)nc(NS(=O)(=O)c2ccc(NC(=S)NC(=O)c3cccnc3)cc2)n1,i,21.9,0.1%,-20.9%,-1.1,61,-2.6%,-0.2%,i,0.0,0.3%,-9.5%
COc1ccccc1CN1CCC(n2nccc2NC(=O)CCCc2ccccc2)CC1,i,68.0,0.9%,-21.6%,2.8,51,6.0%,-0.2%,i,1.1,24.0%,6.7%
O=C(Nc1ccc(-n2cc(Cl)cn2)cc1)c1ccncc1,i,57.7,6.4%,-18.2%,0.0,65,1.7%,-0.2%,i,0.0,-16.3%,8.4%
CCOC(=O)C(NC(=O)c1ccc(F)cc1)(Nc1nnc(C)s1)C(F)(F)F (configuration not stated),i,55.2,-0.6%,-9.6%,-0.8,66,-8.6%,-0.1%,i,0.8,5.1%,5.7%
CCc1ccc(OCC(=O)NC(C)C)cc1,i,54.9,-1.2%,11.6%,2.0,73,-53.0%,-0.1%,i,0.2,28.4%,11.7%
CCOC(=O)Cn1c(=O)oc2cc(S(=O)(=O)Nc3cccc(C)c3)ccc21,i,45.0,1.2%,-26.9%,0.4,60,2.4%,-0.1%,i,2.4,1.3%,15.4%
CC(C)(C)c1cc[n+](-c2[nH]c(=O)sc2/C=N/NC(=O)c2ccccc2[O-])cc1,i,41.4,2.8%,-26.1%,-1.0,55,2.7%,0.0%,i,0.4,-39.8%,-0.5%
CCc1c(C(=O)NC2CCCC2)csc1C,i,9.2,0.2%,1.0%,-0.4,68,20.6%,-0.3%,i,1.0,29.8%,-3.1%
O=C(COc1ccccc1)Nc1cc(C(F)(F)F)ccc1N1CCCC1,i,34.2,2.1%,29.1%,5.1,43,24.5%,-0.1%,i,1.5,-7.1%,7.8%
COC(=O)c1ccc(=O)n(-c2ccc(OC)cc2)c1,i,5.2,2.1%,1.8%,1.4,44,-6.0%,-0.3%,i,0.8,-28.5%,12.6%
CN(C)N=Nc1ccc(S(N)(=O)=O)cc1,i,54.4,1.2%,-20.3%,0.1,47,9.7%,-0.1%,i,0.5,-24.0%,11.2%
CCNC(=O)CSc1nnc(-c2ccc(OC)cc2)n1CC(C)C,i,36.1,-2.8%,11.4%,-1.0,77,16.6%,-0.1%,i,1.1,-14.6%,0.2%
c1ccc2c(c1)CCCN2c1nc(N2CCOCC2)nc(N2CCOCC2)n1,i,34.5,-4.3%,-4.8%,1.2,40,-0.8%,0.5%,i,0.6,-8.6%,5.5%
O=C(O)CC(Cc1ccc(Cl)cc1)C(=O)Nc1ccc([N+](=O)[O-])cc1 (configuration not stated),i,32.3,-2.7%,-0.2%,nt,nt,10.2%,-0.4%,i,0.2,0.0%,10.2%
COc1ccc(C(=O)/C=C/c2ccc(OC)c(CN3CCOCC3)c2)cc1,i,44.4,10.8%,21.3%,0.3,53,-7.7%,-0.4%,?,nt,13.4%,0.9%
Clc1ccc(N2CCN(/N=C/c3cccnc3)CC2)cc1,i,33.7,-2.4%,-14.3%,0.9,82,6.6%,0.3%,i,0.1,8.0%,1.4%
COc1ccc(CC(=O)O/N=C(\N)c2ccccn2)cc1OC,i,43.8,6.0%,-12.0%,4.3,60,1.4%,-0.1%,i,3.9,-7.3%,-18.0%
NC(=O)c1nc(-c2ccco2)nc2c1[nH]c(=O)n2-c1ccc(Cl)c(Cl)c1,i,26.7,nt,5.8%,1.8,60,26.3%,0.1%,i,0.2,-3.8%,-2.7%
C(=N\n1cnnc1)/c1ccc2c(c1)OCCO2,i,37.7,3.1%,-34.8%,-2.6,86,-24.8%,-0.1%,i,5.3,-8.2%,-0.8%
Cc1nc(Sc2cccn2C)c(C(F)(F)F)c(=O)[nH]1,i,14.5,-0.2%,-7.8%,-0.9,72,11.2%,-0.1%,i,0.4,-14.9%,15.9%
COc1cccc(NC(=O)CCC2CCN(C(=O)c3c(C)noc3C)CC2)c1,i,6.5,5.8%,20.2%,-0.5,53,4.5%,-0.1%,i,1.0,-55.4%,-16.0%
CCCNc1nc(-c2ccccc2)c(C(=O)OCC)cc1C#N,i,58.5,-4.1%,-10.8%,2.6,45,3.6%,0.2%,?,nt,4.8%,-18.9%
CCN(CC)C(=O)c1ccc(Nc2nnc(C)c3ccccc23)cc1,i,37.7,-3.3%,1.1%,1.3,87,-7.8%,0.1%,i,1.6,5.3%,4.5%

# Whole records, quoted from the list. Order of values: T cell HTS, T cell HTS vesicle-bound %, KOR beta-arrestin-1, NOD1 NF-kB reporter, NTR1 ag, NTR1 ag cell count 20 µM, HEK293 NOD2/NF-kB, GPR55 activation, Myeloid diff MLP, Myeloid diff MLP GFP+ MAC1+ %, KOR beta-arrestin-2, GPR55 LPI antagonism
# Entry for `COc1cccc(NC(=O)CCC2CCN(C(=O)c3c(C)noc3C)CC2)c1` : i, 6.5, 5.8%, 20.2%, -0.5, 53, 4.5%, -0.1%, i, 1.0, -55.4%, -16.0%
# Entry for `COc1ccc(C(=O)/C=C/c2ccc(OC)c(CN3CCOCC3)c2)cc1` : i, 44.4, 10.8%, 21.3%, 0.3, 53, -7.7%, -0.4%, ?, nt, 13.4%, 0.9%
